# GBA enhancer – enhancers of human beta-glucosidase activity in Gaucher fibroblasts. activation, % at 10 µM. L444P Gaucher fibroblasts, 4-MU-glucoside fluorescence, 3 days. P04062. AID 784. 0.44% of 30,000 active; in the data active = activation above about 65%;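 note: 0% = vehicle wells and 100% = positive control wells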
# Target sequence (P04062 whole entry L483P): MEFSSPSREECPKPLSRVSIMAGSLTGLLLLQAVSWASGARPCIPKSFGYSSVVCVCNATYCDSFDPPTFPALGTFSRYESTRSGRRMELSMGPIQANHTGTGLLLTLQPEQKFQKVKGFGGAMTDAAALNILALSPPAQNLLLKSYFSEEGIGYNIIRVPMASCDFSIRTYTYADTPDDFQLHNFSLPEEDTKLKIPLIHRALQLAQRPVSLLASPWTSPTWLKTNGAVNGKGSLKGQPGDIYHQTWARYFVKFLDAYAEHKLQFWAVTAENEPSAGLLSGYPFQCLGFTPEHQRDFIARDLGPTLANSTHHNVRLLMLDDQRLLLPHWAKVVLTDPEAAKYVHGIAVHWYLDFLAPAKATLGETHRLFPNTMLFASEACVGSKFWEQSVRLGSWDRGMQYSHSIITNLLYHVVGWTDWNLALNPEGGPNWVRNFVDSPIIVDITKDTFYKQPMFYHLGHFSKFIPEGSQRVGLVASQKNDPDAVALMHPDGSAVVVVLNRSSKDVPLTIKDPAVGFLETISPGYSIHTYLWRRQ
# An asterisk follows results filed as active. An excerpt; count on the stated rates, not on these rows.
SMILES,GBA enhancer
O=C(O)C1CCCN1c1ncnc2ccccc12 (stereo unspecified),-17
CC(=O)NC(Cc1c[nH]c2ccccc12)C(=O)NCc1ccc2c(c1)OCO2 (stereo unspecified),-5
CCOC(=O)c1cccc2c1-c1ccccc1/C2=N/O,-20
CCOc1cc(N2CCOCC2)c(OCC)cc1NC(=O)COc1cccc2cccnc12,7
COCCCNC(=O)Nc1ccc(Br)cc1Cl,8
COc1ccc(Cn2c(C)nc3oc4cc(OC)ccc4c(=O)c3c2=O)cc1,-5
CCN(C(=O)c1cnc(N2CCN(c3ncccn3)CC2)c2ccccc12)c1cccc(Cl)c1,4
CCCCOC(=O)CCn1[nH]c(=O)c2ccccc2c1=O,-17
COc1ccccc1CNC(=O)CCCN1C(=O)COc2ccc(C)cc21,-12
CC1=[N+]([O-])C(C)(C)CC(C)(C)c2ccccc21,-32
O=C(O)C(Cc1cc2ccccc2[nH]1)N1C(=O)C2CC=C(Cl)CC2C1=O (stereo unspecified),2
O=C(O)CCCNS(=O)(=O)c1ccc(NCc2ccccc2)c(C(=O)O)c1,-5
Cc1cc(NC(=O)COC(=O)C2CCN(C(=O)c3ccc(Cl)cc3)CC2)no1,-19
O=C(NCC(c1cccnc1)N1CCN(c2ccccc2)CC1)c1ccco1 (stereo unspecified),-8
CC1CCc2c(sc3ncn4c(SCC(=O)NCc5ccco5)nnc4c23)C1 (stereo unspecified),4
Cc1ccc(CNC(=O)CCS(=O)(=O)c2cccc3nsnc23)cc1,-10
O=C(NC1CC2CCCC(C1)N2C(=O)NC1CCCCC1)c1ccc(F)cc1 (stereo unspecified),-14
O=C(O)c1cc(Cl)c(Cl)cc1C(=O)N1CCOCC1,8
COc1ccccc1N1CCN(CC(=O)Nc2cccc(F)c2)CC1,-3
CCC(=O)Nc1ccc(NC(=O)c2ccccn2)cn1,0
CN(C)CCCNc1cc(Cl)c(S(=O)(=O)N2CCCCC2)cc1C(=O)O,-2
CCCC(=O)Nc1ccc(N2CCOCC2)cc1,-2
O=C(CN1C(=O)CSC1=O)NC1CCCCC1,-31
CCOC(=O)c1c(C)c(C(=O)NCc2cccnc2)c(C)n1CC,-9
COC(=O)c1ccc(C(=O)OC)c(NC(=O)CSc2nc(-c3ccco3)cc(C(F)(F)F)n2)c1,-16
CCC(C)NC(=O)C1CCC(=O)N1Cc1ccc(C)cc1 (stereo unspecified),-1
CCOC(=O)C1=C(C)Nc2nc(SCC)[nH]c(=O)c2C1c1ccncc1 (stereo unspecified),-36
CCOC(=O)CCS(=O)(=O)c1nc(-c2ccccc2)cc(C(F)(F)F)n1,-12
Cc1ccc(-c2csc3nnc(SCC(=O)NCc4ccc5c(c4)OCO5)n23)cc1,-30
CC(C)CCn1nnnc1C(c1ccccc1F)N1CCC(C(N)=O)CC1 (stereo unspecified),18
CCn1c(N)c(C(=O)NC)sc1=S,-11
CC1(C)OC(=O)C(=CNc2ccccc2)C(=O)O1,-17
CC(C)Cn1c(=O)c2ccccc2c2ccccc2c1=O,-22
Cc1cc(C)c(C#N)c(SCS(=O)c2ccc(C(C)(C)C)cc2)n1 (stereo unspecified),-5
COc1cccc(N2CCN(C(=O)NC3CCCCC3)CC2)c1,3
CCOc1ccccc1C(=O)NCc1ccc2c(c1)OCO2,-41
COC(=O)c1ccc2ncccc2c1,9
CCN(CC)CCN1C(=O)C(=O)/C(=C(/O)c2ccc(C)cc2)C1c1ccncc1 (stereo unspecified),-8
Cc1noc(C)c1COc1ccc(C(=O)NCc2ccccn2)cc1,5
CC(=O)CC(=O)NC(=NC1CCCCC1)Nc1nc(C)cc(C)n1,-13
COc1ccc(OC)c(C2C3CN(C(C)C)CC=C3C(C#N)=C(N)C2(C#N)C#N)c1 (stereo unspecified),-8
Cc1cccn2c(=O)c3cc(C(=O)NCCCN4CCCC4=O)n(C)c3nc12,-12
Cc1noc(C)c1COc1ccc(C(=O)OCC(=O)N2CC3(C)CC2CC(C)(C)C3)cc1 (stereo unspecified),-4
CCOC(=O)CN(C(=O)Cn1nnc(-c2ccc(C)cc2)n1)C(CC)C(=O)NC1CCCC1 (stereo unspecified),4
O=C(NCC1CCCO1)c1cc(-c2ccncc2)nc2ccc(S(=O)(=O)N3CCOCC3)cc12 (stereo unspecified),-1
CN(C)c1nc(NCc2ccccc2)nc(Oc2ccc(=O)[nH]n2)n1,-8
Cc1cc(C)cc(OCC(=O)Nc2ccccc2C(=O)NCc2ccco2)c1,-20
Cc1c(C#N)c2ccccc2n1CC(=O)N1CCCC1,-13
c1cncc(-c2nn[nH]n2)c1,10
CN1CCN(S(=O)(=O)c2cccc(S(=O)(=O)c3ccc(Cl)cc3)c2)CC1,25
Cc1c(C(=O)O)oc2ccc(S(=O)(=O)N3CC(C)CC(C)C3)cc12 (stereo unspecified),-31
Cc1cccc(OCc2nnc(SCC(=O)OC3CCCCC3)o2)c1,3
O=C(CSc1nc2[nH]ncc2c(=O)n1-c1ccccc1)c1ccc2c(c1)OCCO2,-19
Cc1nc(N2CCC(C(N)=O)CC2)c2nnn(Cc3ccccc3)c2n1,-10
CC(=O)C(C(C)=O)c1c(Cl)c(O)c(O)c2c(C(=O)c3ccccc3)coc12,9
O=C(NC1CCCCC1)NC1(C(=O)N2CCN3CCCC3C2)CCCCC1 (stereo unspecified),-21
CCCOC(=O)c1ccc(Oc2c(-c3ccc(O)cc3O)n[nH]c2C)cc1,-11
CCc1nc(SCC(=O)NCc2ccco2)c2c3c(sc2n1)CCCC3,-31
COc1ccc(Oc2nc(C)nc3c2oc2ccccc23)cc1,-12
CN1C(=O)CSc2ccc(NC(=O)N3CCC(N4CCCCC4)CC3)cc21,6
# (listing goes on)
SMILES,GBA enhancer
O=c1ccnc(S/C=C/c2ccccc2)[nH]1,13
CCOC(=O)c1sc2ncn(CC(=O)NCC3CCCO3)c(=O)c2c1C (stereo unspecified),-25
O=C(COc1ccc(S(=O)(=O)NC2CCCCC2)cc1Cl)NCC1CCCO1 (stereo unspecified),1
O=C(CN1CCN(CC(=O)Nc2ccc3c(c2)OCO3)CC1)Nc1ccc(F)cc1,-40
CCOc1ccccc1N(CC(=O)NCc1ccc(OC)cc1)S(C)(=O)=O,39
O=C(CCCN1Cc2ccccc2C1)c1ccc(F)cc1,19
O=C(Nc1ccc2oc(-c3ccncc3)nc2c1)c1cccs1,-3
Cc1c(S(=O)(=O)N2CCN(c3cccc(C(F)(F)F)c3)CC2)c(=O)n(C)c(=O)n1C,14
Cc1cc(C)nc(N2CCCC(C(=O)Nc3cc(F)ccc3C)C2)n1 (stereo unspecified),-21
O=C(NCc1ccc(Cl)cc1)c1cc(-c2cccs2)on1,-7
COc1ccc(Cc2nnc(NC(=O)Cc3cccs3)s2)cc1,4
CCC(=O)N1CCCc2cc(S(=O)(=O)NCc3cccs3)ccc21,-10
CC(Sc1ccc(Br)cc1)C(N)=O (stereo unspecified),-16
Cc1ccccc1CN1C(=O)CSc2ccc(C(=O)N3CCOCC3)cc21,19
CCCNc1nc2c(c(=O)n(C)c(=O)n2C)n1Cc1cccc(C)c1,-32
CCOc1ccc(C(=O)NCc2ccncc2)cc1OCC,-39
O=C(Nc1ccc(N2CCN(Cc3ccccc3)CC2)cc1)c1ncn[nH]1,-2
CC1(C(=O)NC2CCCC2)CCC(=O)N1Cc1ccccc1 (stereo unspecified),-21
Cc1ccc(-c2csc3nnc(SCC(=O)N4CCN(Cc5ccccc5)CC4)n23)cc1,6
CC(=O)N1CCc2cc(S(=O)(=O)NCCC(=O)NC3CCCc4ccccc43)ccc21 (stereo unspecified),-15
C=CCNC(=O)C1CC(=O)N(c2ccc(OCC(=O)Nc3ccccc3)cc2)C1 (stereo unspecified),-17
COCc1cc(C)nc(NC2CCCCC2)c1C#N,101*
COc1ccc(NS(=O)(=O)Cc2ccccc2Cl)cn1,-3
O=C(CSc1nc2ccccc2c(=O)n1CCCC(=O)N1CCCC1)NCc1ccco1,8
CCOc1cc(C)c(S(=O)(=O)NC2CCCCC2)cc1C,-46
COC(=O)CCC(=O)COc1ccccc1C#N,4
Cc1[nH]c(=O)[nH]c(=O)c1CSc1nnc(CCCCCNC(=O)OC(C)(C)C)o1,15
Cc1cc(C(=O)CSc2nc3ccccc3[nH]2)c(C)n1C,-2
CCOc1ccc(NC(=O)COC(=O)Cn2cnnn2)cc1OCC,39
CCOc1ccc(S(=O)(=O)N2CCN(c3ccccc3)CC2)c2cccnc12,-18
CC(=O)Nc1cccc(N2CCCC2=O)c1,-19
CC(C)(C)c1cc(NC(=O)c2cccnc2)no1,-25
O=C(CSc1nnc2c3cc(F)ccc3nc(-c3ccccc3)n12)N1CCOCC1,-9
CCCCN(C)CCCNC(=O)c1ccc2c(c1)NC(=O)C(N1CCOCC1)S2 (stereo unspecified),8
O=C(Nc1ccc(N2CCOCC2)c(Cl)c1)C1CCCCC1,-8
Cc1cc(NC(=O)c2cc3n(n2)C(C(F)(F)F)CC(c2ccc(Cl)c(Cl)c2)N3)no1 (stereo unspecified),14

# The closing two records of the section above lead into the next.
SMILES,GBA enhancer
O=C(Nc1ccc(N2CCOCC2)c(Cl)c1)C1CCCCC1,-8
Cc1cc(NC(=O)c2cc3n(n2)C(C(F)(F)F)CC(c2ccc(Cl)c(Cl)c2)N3)no1 (stereo unspecified),14
CC(C)=CCCC(C)NC(=O)NC1CCCCC1 (stereo unspecified),-2
Cc1onc(-c2ccccc2)c1C(=O)Nc1sc2c(c1C#N)CCC2,0
O=c1[nH]c(CS(=O)(=O)c2ccccc2)nc2ccccc12,-29
CCOC(=O)CC(=O)CSc1nc2nc(C)cc(C)n2n1,-33
Cc1ccc(NC(=O)CSCc2c(C)noc2C)cc1C,3
COc1cccc(CN2CCN(c3cccc(C(F)(F)F)c3)CC2)c1OC,26
O=C(CSCc1ccco1)c1ccc(Cl)s1,-2
CC(=O)Nc1ccccc1OCc1nnc(-c2cccs2)o1,-15
O=C(NC12CC3CC(CC(C3)C1)C2)N1CCN(S(=O)(=O)c2ccc(Cl)cc2)CC1,-25
Cn1nc(CC(=O)Nc2ccc3c(c2)OCCO3)c2ccccc2c1=O,2
COc1ccc(CCNC(=O)c2c(-c3ccccc3)noc2C)cc1OC,16
O=S(=O)(c1ccc2ccccc2c1)N1CCCOC1,-11
Cc1ccc(C)c(Cn2nnc3c(=O)[nH]c(C(=O)NCC4CCCO4)nc32)c1 (stereo unspecified),5
Cc1cc(NC(=O)CSc2nc3c(c(-c4cccnc4)c2C#N)CCC3)no1,-8
O=C(Nc1cccc(Cn2cccn2)c1)c1cc2c(s1)CCCC2,-1
CS(=O)(=O)N(CC(=O)Nc1cccc(F)c1)Cc1ccccc1,-7
NC(=O)C1(N2CCCCC2)CCN(C(=O)CSc2nc(C(F)(F)F)cc(=O)[nH]2)CC1,-2
Cc1cc(-c2ccccc2)n(-c2ccc(C(=O)N3CCN(c4ncccn4)CC3)cc2)n1,-112
COCc1[nH]nc2c1C(c1cc(OC)c(O)c(OC)c1)C(C#N)=C(N)O2 (stereo unspecified),-15
CC1CCCC(NS(=O)(=O)c2ccc3c(c2)OCCO3)C1C (stereo unspecified),-20
COc1ccc(NC(=O)C2C3CCC(C3)C2C(=O)O)cc1OC (stereo unspecified),8
Cc1noc(C)c1COC(=O)c1cc(C)n(-c2ccccc2)c1C,-13
CC(c1ccccc1)n1c(NCCCn2ccnc2)nc2c1c(=O)[nH]c(=O)n2C (stereo unspecified),-10
CCn1c(C)csc1=NC(=O)c1ccccc1,-4
O=C(NCc1ccco1)C(c1ccccc1)N(CC1CCCO1)C(=O)Cn1nnc2ccccc21 (stereo unspecified),1
O=S(=O)(Nc1ncccc1O)c1ccc(Cl)cc1,8
Cc1occc1C(=O)N1CCN(S(C)(=O)=O)CC1,-10
CCOC(=O)c1c(N)sc2c(NC(C)=O)cccc12,-36
CCCS(=O)(=O)N1CCCC(C(=O)NCCN(CC)c2ccccc2)C1 (stereo unspecified),-15
CCc1nnc(NC(=O)C2CCCN2S(=O)(=O)c2ccccc2)s1 (stereo unspecified),-28
O=C(c1c[nH]c(=O)n(-c2ccccc2)c1=O)N1CCc2ccccc21,-10
O=C(Cc1ccc(Br)cc1)N1CCN(c2ccccc2)CC1,-2
CSc1oc(-c2ccccc2)nc1C(N)=O,0
O=S(=O)(c1ccccc1)c1nc(-c2ccco2)oc1NCCCn1ccnc1,10

# Among those listed so far, these contain an aryl thioether with sulfur outside any ring.
SMILES,GBA enhancer
CC1CCc2c(sc3ncn4c(SCC(=O)NCc5ccco5)nnc4c23)C1 (stereo unspecified),4
COC(=O)c1ccc(C(=O)OC)c(NC(=O)CSc2nc(-c3ccco3)cc(C(F)(F)F)n2)c1,-16
CCOC(=O)C1=C(C)Nc2nc(SCC)[nH]c(=O)c2C1c1ccncc1 (stereo unspecified),-36
Cc1ccc(-c2csc3nnc(SCC(=O)NCc4ccc5c(c4)OCO5)n23)cc1,-30
Cc1cc(C)c(C#N)c(SCS(=O)c2ccc(C(C)(C)C)cc2)n1 (stereo unspecified),-5
Cc1cccc(OCc2nnc(SCC(=O)OC3CCCCC3)o2)c1,3
O=C(CSc1nc2[nH]ncc2c(=O)n1-c1ccccc1)c1ccc2c(c1)OCCO2,-19
CCc1nc(SCC(=O)NCc2ccco2)c2c3c(sc2n1)CCCC3,-31
O=c1ccnc(S/C=C/c2ccccc2)[nH]1,13
CC(Sc1ccc(Br)cc1)C(N)=O (stereo unspecified),-16
Cc1ccc(-c2csc3nnc(SCC(=O)N4CCN(Cc5ccccc5)CC4)n23)cc1,6
O=C(CSc1nc2ccccc2c(=O)n1CCCC(=O)N1CCCC1)NCc1ccco1,8
Cc1[nH]c(=O)[nH]c(=O)c1CSc1nnc(CCCCCNC(=O)OC(C)(C)C)o1,15
Cc1cc(C(=O)CSc2nc3ccccc3[nH]2)c(C)n1C,-2
O=C(CSc1nnc2c3cc(F)ccc3nc(-c3ccccc3)n12)N1CCOCC1,-9
CCOC(=O)CC(=O)CSc1nc2nc(C)cc(C)n2n1,-33
Cc1cc(NC(=O)CSc2nc3c(c(-c4cccnc4)c2C#N)CCC3)no1,-8
NC(=O)C1(N2CCCCC2)CCN(C(=O)CSc2nc(C(F)(F)F)cc(=O)[nH]2)CC1,-2
CSc1oc(-c2ccccc2)nc1C(N)=O,0

# Bioassay records as filed in PubChem BioAssay.
